V-ATPase pH – yeast V-ATPase proton transport regulation by pHLuorin; S. cerevisiae, pHLuorin cytosolic pH fluorescence; response, % at 10 µM; hit rate 0.37% among 350,000; AID 504577; in the data active = response mostly above about 7.3%, no sharp cut-off; inactive = mostly below about 5.4%; also: actives read high; inactives centre near 0; some compounds called inactive have numbers as strong as hits; reference of the scale not given here
CAL PDZ FP-1 – blocks peptide binding to the human CAL PDZ domain. purified CAL PDZ, TMR-peptide fluorescence polarization, 1 h. inhibition, % at 24.9 µM. hit rate 0.92% among 300,000. AID 602252;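 active = mean inhibition of at least 30% with at least half of replicates also reaching 30%; inconclusive = no clear call, values can overlap the other calls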;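 also: 0% = DMSO neutral control and 100% = excess unlabeled competitor peptide PRC23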
MITF TRPM1 HTS – MITF TRPM1 promoter activation in melanoma cells. SK-MEL-5 TRPM1-promoter luciferase, 24 h; % of positive control, neutral wells = 0. activation, % at 12.5 µM. hit rate 0.75% among 300,000;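 active = mean activation of at least 80% with every replicate also reaching 80%; inconclusive = mean reaches 80% but some replicate falls short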;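 also: 0% = neutral control wells and 100% = parthenolide positive control wells; values of inactives mirror those of a sister screen read the other way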
CDK5 inh – CDK5/p35 (human) kinase inhibition; Q00535+Q15078; hit rate 0.01% among 330,000; Recombinant CDK5/p35, ADP-Glo luminescence, 60 min; inhibition, % at 10 µM;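 active = highest replicate inhibition of at least 50% and at least 75% of replicates reaching 50%; inconclusive = only one of the two criteria met; inactive = both criteria failed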;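 also: plate controls were DMSO neutral control for no effect and GW8510 at 10 µM for full effect; many of its hits are not listed in these tables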
Target sequence (Q00535 whole entry, looked up): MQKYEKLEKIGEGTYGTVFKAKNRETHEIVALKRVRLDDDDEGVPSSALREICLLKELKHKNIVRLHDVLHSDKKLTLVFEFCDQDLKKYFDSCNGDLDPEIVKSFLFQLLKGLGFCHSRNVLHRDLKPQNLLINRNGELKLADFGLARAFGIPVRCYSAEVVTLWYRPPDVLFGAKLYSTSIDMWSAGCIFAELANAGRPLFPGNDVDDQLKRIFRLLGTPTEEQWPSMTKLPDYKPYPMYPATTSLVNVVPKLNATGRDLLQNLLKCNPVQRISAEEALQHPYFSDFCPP
Target sequence (Q15078 whole entry, looked up): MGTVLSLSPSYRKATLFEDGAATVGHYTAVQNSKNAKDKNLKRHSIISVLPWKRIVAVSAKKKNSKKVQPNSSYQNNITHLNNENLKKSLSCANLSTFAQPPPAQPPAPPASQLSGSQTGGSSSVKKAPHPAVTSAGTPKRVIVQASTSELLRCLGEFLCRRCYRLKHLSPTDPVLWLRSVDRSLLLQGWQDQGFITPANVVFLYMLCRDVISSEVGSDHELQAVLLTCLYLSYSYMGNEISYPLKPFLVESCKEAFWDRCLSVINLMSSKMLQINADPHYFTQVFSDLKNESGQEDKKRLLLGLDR
Rtt109 Vps75 – blocks Candida albicans Rtt109/Vps75 acetyltransferase activity. Q5AAJ8. purified Rtt109/Vps75, ThioGlo CoA-SH fluorescence, 4 h. inhibition, % at 34.9 µM. hit rate 0.16% among 330,000;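 active = inhibition of at least 50% in every replicate; inconclusive = best replicate reaches 50% inhibition but some replicates fall short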
cardiac RTF act – increases calcium sensitivity of human cardiac regulated thin filaments; P19429+P45379; IANBD-labeled TnC RTF fluorescence at EC20 calcium; 0% EC20 calcium, 100% full calcium; activation, % at 7.2 µM; hit rate 0.24% among 340,000; AID 493008;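 active = activation above the mean over all tested compounds plus 3 SD, cut at about 30% in these data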;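 also: rise in fluorescence read as greater calcium sensitivity of cardiac thin filaments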
Wnt act – activators of Wnt/beta-catenin signaling. Wnt/beta-catenin reporter cell assay, activator, plate reader. activation, % at 9.35 µM. hit rate 1.2% among 300,000; in the data active = activation above about 30%, passing the limit was not always enough; inconclusive = no clear call, values can overlap the other calls;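 also: 0% = neutral control wells and 100% = positive control wells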
dFosB activator – enhances mouse delta FosB homodimer DNA binding. P13346. purified delta FosB, TAMRA-CDK5 oligo fluorescence polarization; percent of positive-control signal above neutral wells. activation, % at 25 µM. hit rate 0.99% among 340,000. AID 493131;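 active = mean activation above about 17%, with every replicate also reaching it, limit read from the data, passing the limit was not always enough; inconclusive = only one of the two conditions met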;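 also: fluorescence polarization rise as delta FosB binds a TAMRA Cdk5 AP-1 oligo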
Target sequence (P13346 whole entry, looked up): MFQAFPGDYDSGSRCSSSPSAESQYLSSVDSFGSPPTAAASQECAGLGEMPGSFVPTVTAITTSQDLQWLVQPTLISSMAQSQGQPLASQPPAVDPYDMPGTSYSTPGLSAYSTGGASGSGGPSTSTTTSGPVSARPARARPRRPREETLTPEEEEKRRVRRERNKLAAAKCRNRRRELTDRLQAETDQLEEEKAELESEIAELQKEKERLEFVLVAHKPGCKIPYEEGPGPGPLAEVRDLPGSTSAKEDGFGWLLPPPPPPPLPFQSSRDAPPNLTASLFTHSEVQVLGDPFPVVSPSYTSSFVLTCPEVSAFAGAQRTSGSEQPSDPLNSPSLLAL
Tat transport – blocks Tat-dependent protein export in E. coli; inhibition, % at 10 µM; E. coli MC4100 TorA-mCherry Tat export, fluorescence; hit rate 0.036% among 340,000; AID 488895;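 active = mean replicate inhibition at least 50% and at least half of replicates individually reaching 50%; inconclusive = only one of the two criteria met; inactive = neither criterion met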;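 also: exported cargo escapes ClpAP degradation while cytoplasmic cargo is degraded and loses fluorescence; 0% = median of neutral control wells and 100% = median of NaSCN control wells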
CAL PDZ FP-2 – inhibitors of human CAL PDZ peptide binding. purified CAL PDZ, TMR-peptide fluorescence polarization, 1 h. inhibition, % at 20 µM. Q9HD26. hit rate 0.02% among 330,000. AID 504414;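 active = highest replicate inhibition of at least 40%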;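 also: plate controls were DMSO neutral control wells for no effect and unlabeled competitor peptide control wells for full effect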
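System: purified tagged CAL PDZ domain construct (CerCALP). Schedule: 1 h incubation at room temperature before polarization reading. Medium: 25 mM sodium phosphate pH 7.4, 150 mM NaCl, TCEP, IgG, Thesit. Read-out: percent inhibition from loss of millipolarization. Measured by: FP readout, S and P plane fluorescence. Probe or stimulus: fluorescent TMR peptide probe.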
Active calls of the source: *; ? = inconclusive; / = no result given.

SMILES | V-ATPase pH | CAL PDZ FP-1 | MITF TRPM1 HTS | CDK5 inh | Rtt109 Vps75 | cardiac RTF act | Wnt act | dFosB activator | Tat transport | CAL PDZ FP-2
COc1ccc2[nH]c(=O)c(CN(C(=O)c3ccncc3)C(C)(C)C)cc2c1 | 0.6 | -0.5 | -0.1 | 0.6 | -2.4 | -4.7 | / | -1.5 | -4.8 | 0.2
CCN(c1ccc(OC)cc1)S(=O)(=O)c1ccc(-c2ccc(=O)[nH]n2)o1 | 1.7 | -0.2 | 2.5 | -1.5 | 13.2 | -3.3 | -3.4 | ? | -2.4 | -2.1
O=C(Nc1ccc2nc(-c3ccc(Br)o3)[nH]c2c1)c1ccco1 | 1.3 | -1.3 | 37.6 | -0.6 | 15.5 | -3.6 | / | -7.1 | -8.1 | -2.8
O=C(Cn1cnc([N+](=O)[O-])n1)N/N=C/c1ccccc1O | -1.8 | 0.0 | -10.0 | 0.5 | -4.3 | 6.7 | / | -7.7 | -11.2 | 0.0
CN1CCCC(OC(=O)COc2ccc(Br)cc2)C1 (stereo unspecified) | -0.8 | 4.1 | -6.4 | 0.5 | 2.4 | 1.7 | / | 7.5 | -4.6 | -0.3
COc1ccc(/C=C2\SC(=S)N(Cc3cccnc3)C2=O)cc1C | -4.4 | -1.8 | 16.1 | -0.8 | 8.6 | -2.4 | -2.6 | -13.1 | 0.7 | -0.8
CCOc1ccc(C(CC(=O)O)NC(=O)Cc2ccc(Cl)cc2)cc1 (stereo unspecified) | -3.4 | -4.8 | -0.2 | -0.4 | 8.2 | -1.5 | 9.2 | -7.2 | -5.3 | 0.5
CCN(C(=O)Cn1cnc2ccccc2c1=O)C1CCS(=O)(=O)C1 (stereo unspecified) | 6.2 | -0.9 | 14.0 | 1.9 | 14.1 | -4.7 | -0.9 | -8.1 | -0.6 | -1.6
CCC(=O)Nc1nc2c(c(=O)[nH]1)CCCC2 | -0.3 | 1.6 | -5.1 | -0.4 | -0.3 | 16.2 | -1.1 | -6.1 | -1.9 | -0.7
Cc1cccc(-c2nc(CS(=O)CC(=O)NC3CCCC3)c(C)o2)c1 (stereo unspecified) | 1.8 | 0.5 | / | 4.2 | 8.5 | 6.7 | 0.3 | -9.1 | 2.3 | 0.6
COC(=O)CCC(=O)CN | 1.7 | -2.0 | 0.5 | -1.0 | 5.4 | 4.4 | -3.6 | -4.7 | -1.6 | -0.1
CC(=O)Nc1ccc(S(=O)(=O)N2CCC(c3nc4ccc(C)cc4[nH]3)CC2)cc1 | -3.2 | -5.7 | -7.2 | -1.6 | 5.4 | -2.5 | -6.4 | -12.9 | 2.2 | -2.6
Cc1ccc2cccc(NC(=S)NC(=O)c3ccccc3)c2n1 | -2.6 | -3.8 | / | -1.1 | -9.1 | 4.2 | 4.5 | -15.2 | -3.0 | -3.2
Cc1nnc(N2C(=O)c3cccc4cccc(c34)C2=O)s1 | 6.8 | 0.3 | -4.9 | -1.6 | -6.7 | 0.7 | / | 0.4 | -1.2 | 0.4
O=C(COC(=O)C1CC(O)CN1S(=O)(=O)c1ccc(Cl)cc1)c1ccccc1Cl (stereo unspecified) | 0.9 | 4.6 | 6.8 | 0.4 | -4.9 | -2.8 | 1.8 | -10.7 | -2.8 | 1.3
CC(Oc1ccc(Br)cc1)C(=O)NCc1ccccn1 (stereo unspecified) | 2.1 | 1.8 | -6.3 | 1.9 | -2.3 | 4.1 | 0.2 | -6.8 | -2.6 | -2.4
O=C(Nc1ccc(O)c(-c2nc3ccccc3s2)c1)C1=COCCO1 | 1.9 | -1.7 | 7.9 | 0.9 | 1.5 | -7.8 | 0.7 | -9.7 | 3.8 | -1.2
Cc1ccc2c(c1)c1c(n2CC(O)Cn2nc(C)c(Br)c2C)CCCC1 (stereo unspecified) | -3.9 | -23.2 | / | -0.6 | 10.8 | -3.6 | / | -5.2 | 4.8 | -1.4
COc1ccc(N2CCN(C(=S)Nc3ccccc3OC)CC2)cc1 | -2.0 | / | 6.8 | -0.2 | 3.6 | 0.3 | 0.9 | 0.1 | 3.5 | 0.3
COc1ccc(CN(C)C(=O)c2ccc3c(=O)n4c(nc3c2)CCC4)cc1 | -1.8 | 3.2 | 2.8 | 0.1 | -1.1 | -2.0 | -1.4 | 3.7 | -5.9 | -0.1
Cc1ccc(CN(CC(=O)NCc2ccc3c(c2)OCO3)C(=O)c2csnn2)cc1 | -5.0 | -2.6 | 8.5 | 0.5 | -0.2 | 1.0 | -1.4 | 0.8 | -0.2 | -0.1
CSc1ncccc1C(=O)NCc1ccccc1Cl | 0.6 | -2.8 | 5.8 | -1.0 | 11.4 | -4.5 | 1.5 | -8.6 | -5.8 | -1.3
Cc1nc2c(ccc3nc(NC(=O)Cc4cccc5ccccc45)sc32)s1 | -5.9 | / | / | -0.3 | 15.4 | 0.4 | 1.5 | -5.7 | -4.9 | -4.4
CCCCOc1ccc(C(=O)N/C(=C/C=C/c2ccccc2)C(=O)NCCCO)cc1 | 0.4 | 1.4 | 5.4 | 0.5 | 1.1 | -0.7 | -2.1 | -8.1 | 8.1 | -0.7
COc1ccc(C(O)(C(C)C)C(CN2CCOCC2)c2ccccc2)cc1 (stereo unspecified) | -0.6 | 11.9 | -6.2 | -0.6 | -36.8 | -4.8 | 1.1 | -9.3 | -10.7 | -0.2
O=C(c1ccc(Cl)cc1)c1oc2ccccc2c1CS(=O)c1ccc(Cl)cc1 (stereo unspecified) | -4.3 | / | -10.4 | -1.5 | -1.2 | 1.3 | / | -6.3 | -4.1 | -3.2
COc1ccc(N/C=C/C(=C(C#N)C#N)N(C)C)cc1 | -0.1 | 6.6 | 2.3 | -0.7 | -8.2 | / | 0.5 | 1.1 | 2.8 | 0.3
CC(=O)c1ccc(N(C(=O)CNC(=O)c2ccco2)C(C(=O)NC2CCCC2)c2ccncc2)cc1 (stereo unspecified) | 4.8 | 1.7 | -1.9 | -0.4 | -11.3 | -2.6 | -0.3 | -6.2 | 3.2 | -2.1
COc1ccccc1C(=O)N1CCN(c2cccc(Cl)c2)CC1 | 0.2 | / | / | -0.4 | -0.9 | 0.3 | -2.3 | -7.2 | 8.3 | -0.4
CCCc1ccc(C(=O)CCC(=O)NNC(=O)c2ccncc2)cc1 | -2.2 | 0.4 | -13.7 | 1.5 | -1.2 | -3.0 | -2.9 | -5.5 | -3.7 | -2.0
CCOc1ccc(NC2c3ccccc3C(=O)N2Cc2ccco2)cc1 (stereo unspecified) | 6.0 | -4.3 | / | -6.3 | -2.6 | 2.0 | -0.7 | -9.4 | 2.5 | -1.1
CCS(=O)(=O)N1CCC(C(=O)NCCCOC)CC1 | / | 0.2 | 21.1 | 1.5 | -5.2 | -0.6 | / | -7.9 | -6.4 | -1.0
COc1cc(OC)c(NS(=O)(=O)c2cc3[nH]c(=O)c(=O)[nH]c3cc2C)cc1Cl | 2.2 | 0.6 | -5.0 | -1.4 | -1.8 | -3.4 | -2.2 | -12.2 | -1.3 | -1.3
Cc1ccc(NC(=O)Cn2cnc3cc([N+](=O)[O-])ccc3c2=O)cc1 | 1.3 | 4.4 | -0.4 | 0.8 | 29.7 | -0.9 | -0.6 | -7.4 | -1.5 | -3.9
O=C(NCc1ccccc1)c1cccc(S(=O)(=O)NCc2ccccc2)c1 | -2.8 | -5.6 | -0.3 | 1.0 | -3.6 | -3.4 | -0.2 | 2.4 | -0.6 | -0.8
O=C(CN1CCN(CC(=O)Nc2ccccc2F)CC1)Nc1cccc(F)c1 | -3.5 | 5.9 | -9.6 | 0.2 | 9.2 | -5.6 | 1.3 | 6.2 | 17.2 | 0.0
COc1ccc(CCNC(=O)[C@@H](NC(=O)N2CCn3c2nc2ccccc23)C(C)C)cc1OC | -2.9 | 5.9 | -9.9 | / | 23.0 | -2.0 | 0.9 | -10.3 | -3.1 | -2.9
Cc1ccc(S(=O)(=O)N(C)CC(=O)NCCCc2ccccc2)cc1 | 1.8 | / | / | 1.3 | -4.7 | 7.2 | -2.6 | -6.8 | -6.5 | -1.3
Cc1ccc(S(=O)(=O)NCc2ccccc2)cc1C(=O)N1CC(C)CC(C)C1 (stereo unspecified) | -3.4 | -4.9 | 0.6 | -0.3 | -0.6 | 4.5 | -0.9 | -5.7 | -0.3 | -0.1
COc1ccc(Cl)cc1NC(=O)COC(=O)CCCN1C(=O)c2ccccc2C1=O | 3.5 | -2.6 | -1.7 | -0.8 | 2.6 | -1.6 | -0.8 | 0.1 | 8.0 | -1.6
Cc1cnc(C(=O)Nc2nnc(C3CC3)s2)cn1 | -3.2 | 3.6 | / | -0.9 | 3.6 | -1.9 | 16.2 | -0.8 | -14.9 | -0.9
CCC(C)(C)n1nnnc1C(c1ccc(C)cc1)N1CCCC1 (stereo unspecified) | -0.4 | 10.0 | 3.6 | -5.2 | -8.5 | 6.8 | -7.1 | -10.9 | -4.7 | 0.1
O=C(O)Cc1ccc2[nH]c3ccc(CC(=O)O)cc3c2c1 | -3.0 | 1.3 | 2.8 | 1.6 | 2.1 | -2.9 | -0.5 | 1.7 | -4.7 | /
Cn1c(N)c(C(=O)N/N=C/c2ccccc2)sc1=S | 0.0 | -0.9 | / | -5.0 | 3.3 | 4.1 | -1.5 | -9.3 | -4.6 | 1.4
O=C1CC(SC2=NCCS2)C(=O)N1c1cccc(Cl)c1Cl (stereo unspecified) | -0.4 | / | -14.2 | 0.6 | -4.5 | -0.1 | -0.9 | -4.8 | -7.2 | -0.5
CCOC(=O)c1c(NC(=O)Cn2nc(C(=O)O)c3ccccc3c2=O)sc(CC)c1C | -2.5 | / | 8.3 | 2.4 | -4.4 | 2.8 | -1.3 | -4.2 | -2.0 | -0.2
COc1ccc(N2CCN(C(=O)NC3CCCCC3)CC2)cc1 | -2.9 | -3.2 | -2.8 | -0.3 | -0.4 | -2.0 | -0.8 | -0.7 | -1.8 | /
CCOc1ccc(CC(C(=O)NN)C(=O)NN)cc1CN(C)C | / | 6.0 | 3.4 | 12.3 | / | -3.2 | / | -9.6 | 2.2 | 0.2
Cn1nc(C(F)(F)F)c(C(=O)Nc2cccc(C(F)(F)F)c2)c1SCc1ccc(Cl)cc1 | -2.7 | / | -17.0 | 0.4 | 4.7 | -1.5 | / | -3.9 | 13.9 | 0.0
C=CCOCC(O)CS(=O)(=O)Cc1ccc(Cl)cc1 (stereo unspecified) | 7.1 | 1.4 | 8.8 | 2.3 | 0.5 | -0.1 | / | 4.0 | -3.9 | -0.2
COc1ccccc1NS(=O)(=O)c1ccc(C)c(C(=O)NCCCN2CCCC2=O)c1 | -0.4 | -0.9 | -8.8 | 0.4 | 28.4 | -6.8 | -2.0 | -5.8 | -0.6 | -1.9
Cc1ccc(S(=O)(=O)NC2CC(=O)N(c3ccc4c(c3)OCCO4)C2)cc1 (stereo unspecified) | -1.1 | -13.9 | -10.1 | 0.7 | 2.4 | 9.8 | -1.0 | -4.3 | 10.4 | -1.7
CC(C)c1nnc(NC(=O)CSc2nnc(NC(=O)c3c(F)cccc3F)s2)s1 | -2.1 | / | 3.8 | -2.5 | 5.0 | 2.7 | 2.6 | 4.9 | 3.1 | -0.7
